Screening results from PubChem.
Pol III holo inh – inhibitors of bacterial DNA polymerase III holoenzyme | reconstituted DNA polymerase III holoenzyme replication, biochemical | Potency, µM (titrated, usually from 57.1 µM), without a hit: top-dose activity change, negative = inhibition | 71,000 compounds, 0.25% hits; further: potency means the concentration at half of the fitted maximal effect; on the % scale 0 is the no-effect control and ±100 the full control effect
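Reconstituted *E. coli* holoenzyme (0.35 nM Pol III, 1 nM beta, 154 nM SSB, 2 nM primase) was preincubated with compound for 15 min at RT. Synthesis on 1.4 nM ssM13Gori ran 35 min, then was stopped with PicoGreen/EDTA and read as dsDNA fluorescence.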
UbGFP stabilizer – inhibits proteasome, raising ubiquitin-GFP reporter fluorescence. Ubiquitin-GFP reporter cells, proteasome inhibition, GFP fluorescence; response scale: untreated = 0%, 10 µM MG-132 = 100%. Potency, µM (titrated, usually from 45.9 µM), without a hit: at the top dose activation (GFP accumulation), hits mostly activators. 67,000 tested, under 10 active. AID 526; active means well fitted activation curve with a large enough effect, not every such curve was filed as active; inconclusive means small, poorly fitted or top-dose-only effect, or another doubt; inactive means no such curve, though single readings can be large or run the other way; further: potency means the concentration at half of the fitted maximal effect
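U2OS Ub(G76V)-GFP reporter; O/N plating, 0.5% FBS; cpd 46 uM–2.9 nM, 4 h, 37 °C; GFP+ cell count, 488/515 nm; norm. to basal vs 10 uM MG-132; CRC fit.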
ERK AVP block – blocks ERK signaling stimulated by vasopressin. HEK293-V1b, vasopressin-stimulated pERK AlphaScreen. Potency, µM (doses to about 57.5 µM), without a hit: at the top dose activity, negative = inhibition, actives largely listed as inhibitors. 72,000 compounds, 0.99% hits. AID 995; further: potency means the concentration at half of the fitted maximal effect; on the % scale 0 is the no-effect control and ±100 the full control effect; nearly all actives have a fitted effect of over 55% in size
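HEK293 cells stably expressing V1b receptor, preincubated 30 min at 37 °C with compound, then stimulated 5 min with 25 nM vasopressin. Phospho-ERK by AlphaScreen SureFire after 5 h RT; normalized to DMSO and vasopressin; AC50 by Hill fit.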
Luciferase inh – blocks Photinus pyralis firefly luciferase activity; P08659; purified firefly luciferase, luminescence, 8 min; Potency, µM (top dose mostly 57.1 µM), for inactives: at the top dose activity change, negative = inhibition, hits mostly inhibitors; 72,000 compounds, 2.2% hits; AID 411; further: potency means the concentration at half of the fitted maximal effect; on the % scale 0 is the no-effect control and ±100 the full control effect; nearly all actives have a fitted effect of over 40% in size
Target sequence (P08659 whole entry, looked up): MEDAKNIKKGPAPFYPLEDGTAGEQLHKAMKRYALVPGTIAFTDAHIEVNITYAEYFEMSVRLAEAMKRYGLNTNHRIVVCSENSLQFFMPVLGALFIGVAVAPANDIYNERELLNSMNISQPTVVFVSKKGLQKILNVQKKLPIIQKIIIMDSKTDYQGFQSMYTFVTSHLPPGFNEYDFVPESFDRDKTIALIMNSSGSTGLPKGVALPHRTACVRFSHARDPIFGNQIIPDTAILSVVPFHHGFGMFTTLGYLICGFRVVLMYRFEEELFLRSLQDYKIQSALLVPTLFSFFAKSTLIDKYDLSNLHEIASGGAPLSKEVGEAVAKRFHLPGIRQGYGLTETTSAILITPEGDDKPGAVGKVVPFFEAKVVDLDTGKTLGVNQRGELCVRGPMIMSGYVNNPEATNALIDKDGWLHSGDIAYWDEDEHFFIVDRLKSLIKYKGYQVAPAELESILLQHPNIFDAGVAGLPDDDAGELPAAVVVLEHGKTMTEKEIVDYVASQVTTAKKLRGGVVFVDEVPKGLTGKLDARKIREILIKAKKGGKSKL
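Here, luciferase activity is measured as luminescence following an 8 min room-temperature reaction at 10 uM ATP, pH 7.2. Every library sample is titrated.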
ALOX15 inhib – blocks human 15-lipoxygenase activity; purified 15hLO-1, xylenol orange hydroperoxide absorbance; Potency, µM (top dose mostly 57.1 µM), inactives show top-dose activity change, negative = inhibition, hits mostly inhibitors; 74,000 compounds, 1.4% hits; AID 887; further: potency means the concentration at half of the fitted maximal effect; on the % scale 0 is the no-effect control and ±100 the full control effect; nearly all actives have a fitted effect of over 55% in size
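40 nM 15hLO-1 + cpd, 15 min RT; start w/ 50 uM AA (final), 6 min RT; stop/detect w/ 200 uM XO + 300 uM Fe(II) in 50 mM H2SO4, 30 min; A573/A405. Buffer 25 mM Hepes pH 7.5, 0.01% Triton X-100. No-enzyme wells as negative control.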
GFP derepression – epigenetic modulators derepressing GFP locus in mouse cells; mouse C127i GFP locus derepression, cytometry, 30 h; Potency, µM (highest dose often 46.1 µM), for inactives: at the highest dose GFP derepression (activation); 68,000 compounds, 0.09% hits; AID 597; further: % of control where 0% means no effect
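Locus derepression in mouse mammary C127i cells whose integrated CMV-GFP reporter is normally silent; GFP expression after 30 h compound treatment was quantified by counting fluorescent cells.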
HADH2 inhib – blocks human hydroxyacyl-CoA dehydrogenase type II. recombinant HADH2, NADH fluorescence, beta-hydroxybutyryl-CoA. 73,000 compounds, 3.4% hits. AID 886. Q99714. Potency, µM (doses to about 57.1 µM), inactives show top-dose activity change, negative = inhibition, usual class: inhibitors; further: potency means the concentration at half of the fitted maximal effect; on the % scale 0 is the no-effect control and ±100 the full control effect; nearly all actives have a fitted effect of over 60% in size; many of its hits are not listed in these tables
Target sequence (Q99714 whole entry, looked up, one chain of several): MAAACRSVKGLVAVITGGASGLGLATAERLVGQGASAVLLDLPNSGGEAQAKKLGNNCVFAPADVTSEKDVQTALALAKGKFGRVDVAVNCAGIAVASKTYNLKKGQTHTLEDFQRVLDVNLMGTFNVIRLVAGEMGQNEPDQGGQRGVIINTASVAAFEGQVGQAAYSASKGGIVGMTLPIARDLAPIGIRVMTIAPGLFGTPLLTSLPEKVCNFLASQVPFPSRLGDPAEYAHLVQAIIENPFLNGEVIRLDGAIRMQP
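Buffer 100 mM Tris-HCl pH 9.0/0.01% Tween-20; HADH2 20 nM; NAD+ 1 mM; beta-hydroxybutyryl-CoA 90 uM (all final). 15 min cpd preincubation, RT.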
Hsp90 Hop PPI – changes Hsp90-Hop TPR2A binding signal, up or down. Potency, µM (titrated, usually from 57 µM), for the others: at the top dose activity change, negative = inhibition. AlphaScreen TPR2A-His6 binding biotin-Hsp90 C-terminal peptide. 71,000 compounds, 0.44% hits; active means well fitted curve in either direction with a large enough effect; inconclusive means small, poorly fitted or top-dose-only effect, or another doubt; further: potency means the concentration at half of the fitted maximal effect; on the % scale 0 is the no-effect control and ±100 the full control effect; many of its hits are not listed in these tables
HBB splicing – modulators of hemoglobin beta chain splicing; 65,000 compounds, 0.06% hits; HBB splicing reporter cell assay, activation; EGFP reporter with mutant IVS2-654 intron; response scale: normalised to 500 nM splice-correcting PNA; AID 925; Potency, µM (doses to about 46.1 µM), inactives show at the highest dose activation, usual class: activators; further: potency means the concentration at half of the fitted maximal effect; 0% is about no effect
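HeLa cells stably expressing EGFP interrupted by mutant beta-globin intron 2 (IVS2-654), 500/well in 2% FCS. Treated with compound for 2 days at 37C. Splicing correction scored as total well GFP intensity (488 nm excitation, 500-520 nm emission); 500 nM antisense PNA served as control.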
CRE-bla Fsk – alters forskolin-stimulated CRE reporter signaling in CHO cells; CHO CRE-bla reporter (cAMP response element driving beta-lactamase), forskolin EC10, beta-lactamase ratio; Potency, µM (series often up to 38.2 µM), for inactives: at the highest dose activity change, negative = inhibition, most hits filed as activators; 71,000 compounds, 2.5% hits; AID 662; active means well fitted activation curve with a large enough effect in the signal ratio, with a control signal flat, not every such curve was filed as active; inconclusive means small, poorly fitted or top-dose-only effect, or effect the other way, or a change in a side signal; the % refers to the signal ratio; further: potency means the concentration at half of the fitted maximal effect; % of control where 0% means no effect
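Using CellSensor CRE-bla CHO cells in Opti-MEM with 0.5% dialyzed FBS, compounds were titrated with EC10 NKH 477 for 3 h at 37 °C. CCF4 ratio (460/530 nm) gave %Activity; AC50 derived.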
Tau filament bind – binders of human tau filaments. 71,000 compounds, 2% hits. Potency, µM (top dose mostly 57.1 µM), inactives show at the highest dose activity change, negative = inhibition. recombinant tau filaments, thioflavin S fluorescence, 15 h; filaments grown with octadecylsulfate alongside compound. AID 596;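 further: potency means the concentration at half of the fitted maximal effect; on the % scale 0 is the no-effect control and ±100 the full control effect; actives lower thioflavin S fluorescence by blocking filaments or displacing dye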
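Quantitative HTS: thioflavine S signal from ODS-induced tau filaments, excited at 450 nm, emission 510 nm. Conditions: 1 uM tau, 30 uM ODS, 15 h at 37 C, pH 7.4.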
The depositor's hits bear a star; ? = inconclusive; . = no result given; [ ] = dose if it differs, or a comment. Unless noted, the call rests on the fitted dose curve; in most records, active means well fitted curve in the direction sought with a large enough effect; inconclusive means small, poorly fitted or top-dose-only effect, or another doubt; inactive means no such curve, though single readings can be large; an effect the other way counts as inactive or inconclusive.

cpd	compound	Pol III holo inh	UbGFP stabilizer	ERK AVP block	Luciferase inh	ALOX15 inhib	GFP derepression	HADH2 inhib	Hsp90 Hop PPI	HBB splicing	CRE-bla Fsk	Tau filament bind
1	Cc1ccc(C)c(C(=O)COC(=O)c2ccc(Br)o2)c1	1%	6%	175%[activator]	0%	?	6%	-1%	?	-1.8%	3%	-9%
2	CC1CCc2nn(CC(=O)Nc3c(F)cc(F)cc3Br)cc2C1 (centres undefined)	-4%	?	-5%	2%	1%	0%	2%	0%	0.8%	7%	-5%
3	Cc1noc(C)c1COC(=O)CCN1c2ccccc2Sc2ccccc21	0%	-4%	11%	-2%	-14%	2%	-6%	15%	-2.9%	12%	20µM*
4	CCOC(=O)c1ccc(NS(=O)(=O)c2c(C)n(C)c(=O)n(C)c2=O)cc1	-1%	-2%	.	1%	10%	.	4%	-6%	-0.8%	?	11%
5	COc1cc2c(cc1NC(=O)CC1SC(N3CCCC3)=NC1=O)oc1ccccc12 (centres undefined)	-4%	0%	?	-3%	-17%	-7%	14%	-10%	-2.3%	?	108%
6	CCCCOc1ccccc1C1C(C(=O)OC)=C(C)N(C)C(C)=C1C(=O)OC	-2%	-6%	11%	1%	2%	0%	-5%	12%	-2.6%	8%	-11%
7	CCC(=O)Nc1cc(OC)c(NC(=O)c2ccccc2)cc1OC	-5%	-4%	?	-2%	-2%	-2%	-5%	-24%	-0.9%	8%	13µM*
8	COc1ccc(N2Cc3ccccc3C2)cc1Cl	1%	9%	-12%	-30%	?	-4%	?	-18%	-0.4%	0%	?
9	Cn1c(C(=O)NCCCN2CCN(c3ccc(F)cc3)CC2)cc2c(=O)n(C)c3ccccc3c21	-5%	9%	3%	2%	-1%	.	5%	-4%[2.3 µM]	1.2%	3%	22%
10	COc1c(S(=O)(=O)N2CCCCC2)ccc2c(S(=O)(=O)N3CCCCC3)cccc12	-6%	10%	-5%	0%	1%	0%	7%	-7%	2.1%	-8%	3%
11	COc1cccc(-n2nnc3c(=O)n(Cc4ccc(C)cc4)cnc32)c1	-1%	4%	1%	1%	-11%	-2%	30%	7%	-1.3%[1.84 µM]	?	219%
12	CCn1cc(C(=O)NCc2ccc3c(c2)OCO3)c(=O)c2cc(F)c(N3CCN(C)CC3)cc21	4%	3%	-9%	2%	0%	0%	-1%	-3%	1.9%[57.5 µM]	?	53%
13	CCn1nnc(-c2ccccc2NC(=O)c2cccc(-n3cnnn3)c2)n1	-4%	3%	-2%	5%	1%	0%	50%[activator]	0%	.	19%	-19%
14	CC(C)n1c(SC2C(=O)CC(C)(C)CC2=O)nc2c1c(=O)n(C)c(=O)n2C	0%	1%	12%[11.5 µM]	-1%	4%	-1%	-20%	-5%	.	1%	4%
15	CCCC1COC(Cn2cncn2)(c2ccc(C)cc2)O1 (centres undefined)	-2%	-8%	11%	0%	5%	0%	0%	-3%	-3.8%	2%	-2%
16	c1ccc(-c2nc(N3CCCCCC3)nc(-n3ccnc3)n2)cc1	3%	15%	39%	3%	3%	-2%	3%	?	-1.2%	15%	18%
17	Cn1c(Cn2c(=O)sc3ccccc32)nnc1SCc1ccccc1F	-4%	22%	-2%	2%	1%	0%	1%	-2%	-0.4%	-6%	11%
18	CC(C)(C)NC(=O)CSc1nnc(C2CC2)n1Cc1ccccc1	-2%	6%	-11%	-1%	-2%	1%	1%	-5%	-1.5%	-4%	4%
19	O=c1c2ccccc2nnn1CSc1nnc(-c2cccs2)n1Cc1ccccc1	4%	0%	-3%	-32%	0%	2%	5%	-3%	0.7%	?	-11%
20	CC(C)CCn1nnnc1C(c1ccccc1)N1CCN(C)CC1 (centres undefined)	-4%	-3%	24%	2%	11%	1%	4%	1%	.	2%	-17%
21	CCCCc1ccc(S(=O)(=O)NCCc2ccncc2)cc1	-3%	0%	-8%	3%	4%	10%	13%	0%	2.3%	7%	-4%
22	CCOc1ccc(NC(=O)c2ccc(F)c(S(=O)(=O)N3CCN(c4ccccn4)CC3)c2)cc1	2%	12%	?	-1%	-15%	-4%	19%	2%	1.4%[1.84 µM]	3%	409%
23	COCCn1c(NCc2ccccc2)nc2c1c(=O)[nH]c(=O)n2C	-7%	5%	-20%	-3%	3%	2%	5%	-2%	.	12%	66%
24	Cc1ccc(NC(=O)CC2Nc3ccccc3NC2=O)cc1Cl (centres undefined)	-1%	0%	10%	-6%	-26%	-2%	1%	8%	1.1%[9.22 µM]	?	20µM*

Reprinted, entries 15 to 21
cpd	compound	Pol III holo inh	UbGFP stabilizer	ERK AVP block	Luciferase inh	ALOX15 inhib	GFP derepression	HADH2 inhib	Hsp90 Hop PPI	HBB splicing	CRE-bla Fsk	Tau filament bind
15	CCCC1COC(Cn2cncn2)(c2ccc(C)cc2)O1 (centres undefined)	-2%	-8%	11%	0%	5%	0%	0%	-3%	-3.8%	2%	-2%
16	c1ccc(-c2nc(N3CCCCCC3)nc(-n3ccnc3)n2)cc1	3%	15%	39%	3%	3%	-2%	3%	?	-1.2%	15%	18%
17	Cn1c(Cn2c(=O)sc3ccccc32)nnc1SCc1ccccc1F	-4%	22%	-2%	2%	1%	0%	1%	-2%	-0.4%	-6%	11%
18	CC(C)(C)NC(=O)CSc1nnc(C2CC2)n1Cc1ccccc1	-2%	6%	-11%	-1%	-2%	1%	1%	-5%	-1.5%	-4%	4%
19	O=c1c2ccccc2nnn1CSc1nnc(-c2cccs2)n1Cc1ccccc1	4%	0%	-3%	-32%	0%	2%	5%	-3%	0.7%	?	-11%
20	CC(C)CCn1nnnc1C(c1ccccc1)N1CCN(C)CC1 (centres undefined)	-4%	-3%	24%	2%	11%	1%	4%	1%	.	2%	-17%
21	CCCCc1ccc(S(=O)(=O)NCCc2ccncc2)cc1	-3%	0%	-8%	3%	4%	10%	13%	0%	2.3%	7%	-4%

Additional records:
cpd	compound	Pol III holo inh	UbGFP stabilizer	ERK AVP block	Luciferase inh	ALOX15 inhib	GFP derepression	HADH2 inhib	Hsp90 Hop PPI	HBB splicing	CRE-bla Fsk	Tau filament bind
25	O=C(NCc1ccccc1)NC(=O)c1ccncc1	-7%	17%	-8%	3%	-6%	4%	5%	-1%	0.2%	-17%	-8%
26	CCOC(=O)c1c(NC(=O)c2ccc(-n3cnnn3)cc2)sc2c1CCCC2	9%	4%	-6%	2%	?	12%	-7%	4%	0.8%	?	64%
27	O=C(CN1C2CCC1CC(NC(=O)NC1CCCCC1)C2)NC1CC1 (centres undefined)	-4%	4%	-15%	0%	14%	1%	-7%	-4%	-3.2%	-1%	0%
28	CCCNC(=O)CC(NS(=O)(=O)c1ccc(Cl)cc1)c1ccco1 (centres undefined)	-1%	-3%	26%	1%	6%	1%	0%	-10%	0.7%	-11%	8%
29	O=C(O)/C=C(/c1ccccc1)C(F)(F)F	-2%	19%	3%	-11%	-1%	-2%	9%	1%	0.1%	-3%	14%
30	Cc1noc(C)c1-c1ccc2ncnc(N(C)Cc3ccco3)c2c1	6%	-1%	?	-2%[2.29 µM]	-12%	5%[9.22 µM]	-16%	0%	1.2%	?	3%
31	O=C(Nc1ccc2c(c1)OCO2)C1COc2ccccc2O1 (centres undefined)	2%	-4%	-22%	-21%	-4%	0%	7%	-6%	-1.3%	-6%	13µM*
32	CCSc1nc2ccccc2n1S(=O)(=O)c1ccccc1	5%	0%	-5%	-4%	-10%	-2%	-10%	-3%	0.8%	0%	10%
33	Cc1ccc(CNC(=O)[C@H]2C[C@@H]2[C@H](NP(=O)(c2ccccc2)c2ccccc2)c2ccccc2)o1	-5%	.	-8%	.	.	.	7%	-10%	0.7%	-28%	-10%

The list is partial (hit frequency here may not be typical).
